ERK EGF inh: EGF-driven ERK pathway inhibition. HEK293-V1b, EGF-stimulated phospho-ERK AlphaScreen. Potency, µM (top dose mostly 11.5 µM), for inactives: at the highest dose activity change, negative = inhibition, most hits filed as inhibitors. hit rate 0.41% among 130,000; active = well fitted inhibition curve with a large enough effect; inconclusive = small, poorly fitted or top-dose-only effect, or effect the other way;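 also: plate controls were stimulated vehicle wells for no effect and unstimulated vehicle basal for full effect; nearly all actives have a fitted effect of over 55% in size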
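Readout: AlphaScreen signal for phosphorylated ERK in lysed HEK293 cells stably expressing V1b. Stimulus 25 nM EGF, 5 min, following 30 min compound exposure. Data scaled to DMSO basal and full EGF activation.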
* = called active by the depositor; ? = inconclusive; & = joins results of further samples; [ ] = dose if it differs, or a comment. Potency is read from the fitted curve at half-maximal effect. This is a subset (hit frequency here may not be typical).

SMILES | ERK EGF inh
Cc1ccc(S(=O)(=O)NN2C(=O)c3ccccc3NC2c2ccccn2)cc1 (stereo unspecified) | 2.5%
CCN(CC)CCC(c1ccc(N(C)C)cc1)c1c(OC)cc(OC)c2c(-c3ccccc3)cc(=O)oc12 (stereo unspecified) | -16.4%[57.5 µM]
COc1ccc(OC)c(NC(=O)c2cccnc2Sc2cc(C)ccc2C)c1 | 1.1%
CCc1nc(SCc2ccc(F)cc2)[nH]c(=O)c1C#N | 4.7%
O=C(NNC(=O)C12CC3CC(CC(C3)C1)C2)[C@@H]1C[C@H]1c1ccccc1 | ?
COc1cc([C@H]2c3[nH]c4ccccc4c3C[C@H]3C(=O)N4[C@@H](c5cc(OC)c(OC)c(OC)c5)c5[nH]c6ccccc6c5C[C@H]4C(=O)N23)cc(OC)c1OC | 3.4%
COc1cccc(CC2(CO)CCN(CC3=CC[C@H]4C[C@@H]3C4(C)C)CC2)c1 | -7.2%
COc1cc(OC)c(OC)cc1CNCCSc1nnnn1C | 0.0%

Not a retest: two of the compounds above.
SMILES | ERK EGF inh
COc1cccc(CC2(CO)CCN(CC3=CC[C@H]4C[C@@H]3C4(C)C)CC2)c1 | -7.2%
COc1cc(OC)c(OC)cc1CNCCSc1nnnn1C | 0.0%

Next section
SMILES | ERK EGF inh
COC(=O)[C@H](Cc1ccccc1)NC(=O)[C@@]1(C)C[C@@H]1[C@@H](NC(=O)OCc1ccccc1)c1ccccc1 | 2.7%&16.3%
CCOc1ccc(-c2ccc(SCC(=O)Nc3nnc(CC)s3)nn2)cc1 | -0.6%
Cc1ccc(CN2CCN(Cc3cccn3-c3ccc(Cl)cn3)CC2CCO)o1 (stereo unspecified) | -15.8%[57.5 µM]
O=C(NCCO)/C(=C/c1cccc([N+](=O)[O-])c1)NC(=O)c1ccco1 | 6.7%
Cc1cccc(CCN2CCC(C(=O)c3ccc(NS(C)(=O)=O)cc3)CC2)n1 | -4.6%[57.5 µM]
COc1ncc2nc(-c3ccc(F)cc3)c(=O)n(C[C@H]3CCCO3)c2n1 | 13.1%
Cn1nnnc1SC(C(=O)Nc1ccc(F)cc1)c1ccccc1 (stereo unspecified) | -2.5%
CCNc1ccc(S(N)(=O)=O)cc1[N+](=O)[O-] | 0.3%
CSc1sc(C(=O)N2CCCCC2)c(-c2cccs2)c1C#N | -2.9%[57.5 µM]
COc1ccc(OC)c(Nc2nc(NCc3ccco3)nc(N)c2[N+](=O)[O-])c1 | -7.0%[57.5 µM]
COc1ccc(Br)cc1S(=O)(=O)N1CCCC1 | -7.4%
CC(C)CCNC(=O)c1cc2c(s1)-c1ccccc1S(=O)(=O)C2 | 16.3%[57.5 µM]
O=C(C1CCCO1)N1CCN(c2ccccn2)CC1 (stereo unspecified) | -9.7%
COc1ccc(NC(=O)c2ccc(OCc3c(C)noc3C)c(OC)c2)cn1 | -3.2%
Cc1nn(CCCC(=O)NCc2ccc(F)cc2)c(C)c1[N+](=O)[O-] | 24.8%
COCCNC(=O)NC(=O)COC(=O)c1cccn1C | 4.1%

Shown as labelled records: part of the list above
SMILES: COc1ccc(Br)cc1S(=O)(=O)N1CCCC1
  ERK EGF inh: -7.4%

SMILES: CC(C)CCNC(=O)c1cc2c(s1)-c1ccccc1S(=O)(=O)C2
  ERK EGF inh: 16.3%[57.5 µM]

Next structures:
SMILES | ERK EGF inh
CCC(C)C(NC(=O)OC(C)(C)C)C(=O)NC(C)C(N)=O (stereo unspecified) | -1.5%
CC1C/C(=C\c2cccnc2)C(=O)/C(=C/c2cccnc2)C1 (stereo unspecified) | ?
O=C1C2C3C=CC(C4CC34)C2C(=O)N1/N=C/c1cccs1 (stereo unspecified) | 33.3%
CCN(CC)c1ccc(NC(=O)C2CC(=O)N(Cc3ccccc3)C2)cc1 (stereo unspecified) | 5.3%
Cc1ccc(Nc2nnc(SCC(=O)Nc3cc(C(=O)O)ccc3C)s2)c(C)c1 | -0.4%[57.5 µM]
CN(C)c1ccc([C@@H]2[C@@H]([N+](=O)[O-])[C@H]3C=Cc4ccccc4N3[C@H]2C(=O)c2ccc(Cl)cc2)cc1 | ?
NS(=O)(=O)c1ccc(CCNC(=O)c2cc(-c3ccccn3)nc3ccc(Br)cc23)cc1 | -6.3%[57.5 µM]
CC(=O)NC(CCS(C)(=O)=O)C(=O)Nc1c(C)cccc1C (stereo unspecified) | 4.4%
CC(=O)c1c(C)[nH]c(C(=O)OCc2ccc(F)cc2Cl)c1C | 3.4%
CC(C)(CO)Nc1nc(Nc2ccccc2)nc(Nc2ccccc2)n1 | -9.0%
O=C(Nc1ccccc1N1CCOCC1)c1cccnc1Cl | -5.4%
CC(C(=O)N1CCOCCOCCOCCOCCOCC1)N1C(=O)c2ccccc2C1=O (stereo unspecified) | 2.2%
CC1CCN(S(=O)(=O)c2ccc3nc(-c4ccccn4)cc(C(=O)NCCN(C)Cc4ccccc4)c3c2)CC1 | 0.8%
COc1cccc(CNC(=O)CCC2CCCN(Cc3cc4ccccc4o3)C2)c1 (stereo unspecified) | 6.2%
Cc1ccc(NC(=S)N(CCCN2CCCC2)Cc2cccn2Cc2ccc(Cl)cc2)cc1 | -8.4%
O=C(CSC1CC(=O)N(c2ccc(C(=O)O)cc2)C1=O)Nc1ccc(Cl)cc1 (stereo unspecified) | -0.8%
Cc1cc(NC(=O)c2ccc([N+](=O)[O-])cc2)n(C)n1 | 9.3%[57.5 µM]
COC(=O)c1cn(Cc2cccnc2)c(=O)c2ccccc12 | 9.4%
CN(C)S(=O)(=O)c1ccc(NC(=O)c2ccc([N+](=O)[O-])cc2)cc1 | 0.4%[57.5 µM]
CCOC(=O)c1c(NC(=O)CN2C(=O)NC3(CCC(C)CC3)C2=O)sc(C)c1-c1ccc(C)cc1 (stereo unspecified) | 4.6%
CCOC(=O)c1c(CSc2nc(C)cc(C)c2C#N)n(C)c2cc(Br)c(OC(C)=O)cc12 | -0.9%
Cc1ccc(C(=O)n2nc(-n3cccc3)c3c(C)cc(C)nc32)cc1 | -2.3%
Nc1cccc2nc3ccccc3cc12 | -9.2%[57.5 µM]
CC[n+]1c(-c2ccc(C)cc2)csc1Nc1c(C)n(C)n(-c2ccccc2)c1=O | 1.7%
COc1ccc(NC(=O)CCCc2c[nH]c3ccccc23)cc1OC | 2.4%
O=C1NCCN1Cc1ccccc1F | 3.0%[57.5 µM]
COC(C[C@H](O)[C@@H](C)[C@@H](O)COCc1ccccc1)OC | 16.6%[57.5 µM]
CCC(O)(c1ccc(OC)cc1)C(CN1CCOCC1)c1ccccc1 (stereo unspecified) | -1.1%
Cc1ccc(S(=O)(=O)N2CCC(=O)N(C(COCc3cccc(C)c3)C(C)C)CC2)cc1 (stereo unspecified) | -7.0%
COc1ccc(NC(=O)CSc2nncn2C)cc1OC | -4.9%
CCOC(=O)Cn1cc(C(=O)C(C)(C)C)c2ccccc21 | -10.9%
Cc1nn(-c2ccccc2)c(C)c1/C=N/NC(=O)c1cnccn1 | -20.0%[57.5 µM]
O=C(CSCc1ccccc1)N/N=C/c1cc2c(cc1Br)OCO2 | 3.4%
Cc1nn2c(-c3ccncc3)ccnc2c1Cl | 3.4%
CC(=O)c1c(C)[nH]c(C(=O)NCCc2ccc(Cl)cc2)c1C | -0.9%
Cc1ccccc1Cn1cc(NC(=O)c2cc(C3CC3)on2)cn1 | 23.7%[57.5 µM]
Cc1c(N=Nc2c(-c3ccc([N+](=O)[O-])cc3)[nH]n(C(N)=S)c2=O)cccc1[N+](=O)[O-] | -7.6%
CCOC(=O)C(=O)C1(C(=O)OCC)Oc2cc(OC)cc(OC)c2C(=O)C1c1ccccc1 (stereo unspecified) | 15.9%
O=C(COc1cccc2cccnc12)NCc1cccs1 | -5.1%
O=C(N/N=C/c1ccccc1O)C1SCCCS1 | 2.8%
CC1CCN(c2ccc(S(=O)(=O)NC3=NCCCCC3)cc2[N+](=O)[O-])CC1 | 5.0%
C/C=N/NC(=O)CCCC(=O)N/N=C/C | -2.5%
CN(C)C(=O)c1cccn(Cc2ccc(C(F)(F)F)cc2)c1=O | 2.1%
N#Cc1cc([N+](=O)[O-])ccc1NC(=O)COC(=O)CC1CCCC1 | -5.8%[57.5 µM]
CCCNC(=O)NC(=O)CSc1ccc(C)cc1C | -2.3%
COCC1CCN(C(=O)CCc2nnc(CCCCc3ccccc3)o2)CC1 | -4.0%[57.5 µM]
CCOc1ccc(C(=O)Nc2ccc(N3CCN(S(C)(=O)=O)CC3)cc2)cc1[N+](=O)[O-] | -22.8%
CCOCC(=O)Nc1cccc(SC)c1 | -2.8%
COC(=O)C1C/C(=N\NS(=O)(=O)c2ccc(C)cc2)c2ccsc2C1 (stereo unspecified) | 3.7%
C=C1CCN([C@@H](C)C(=O)OCc2ccc(C)cc2)S(=O)(=O)c2ccccc21 | -4.2%[57.5 µM]
Cc1cccc(Nc2ncnc(N)n2)c1 | -13.2%[57.5 µM]
CN(C)C(=O)N1CCN(C(=O)N2CCOCC2)CC1 | 3.0%
O=C(CCCN1C(=O)/C(=C/c2ccccc2Cl)SC1=S)NNC(=O)c1ccccc1 | -4.2%
O=C(COc1ccccc1)Nc1ccc(Cl)c(-c2nc3ncccc3o2)c1 | 1.2%
Cc1ccc(S(=O)(=O)N2CCC(=O)N(C(COCc3cccc(C)c3)Cc3ccccc3)CC2)cc1 (stereo unspecified) | 3.8%
O=C(CCCn1ncn2c(cc3occc32)c1=O)N1CCc2ccccc2C1 | -2.6%

(list continues)
SMILES | ERK EGF inh
CCNC(=S)N(CCc1c(C)[nH]c2ccc(C)cc12)Cc1ccco1 | 0.0%
CN1CCN2c3ccccc3Cc3ccccc3[C@@H]2C1 | -5.1%
CC(C)COC(=O)c1ccc(N2C(=O)c3ccccc3C2=O)cc1 | 4.6%
O=S(=O)(c1ccc(Br)s1)N1CCN(c2ccnc3cc(Cl)ccc23)CC1 | -3.9%[57.5 µM]
CCC[N+](CC#Cc1ccccc1)(CCC)CC(=O)c1ccc(Cl)cc1 | -11.3%
O=Cc1c[nH]c2ccc(S(=O)(=O)N3CCOCC3)cc12 | -3.4%
COc1ccc(C=O)cc1COc1ccccc1F | 1.0%
O=S(=O)(c1cccc(-c2nnc(-c3cccnc3)o2)c1)N1CCCCC1 | 3.3%
COC(=O)C1CCN(c2cc(Cl)nc(N)n2)CC1 | -8.3%
CCCC(=O)C1=C(O)C(C(=O)OC)C(C)(C)CC1=NCCc1ccc(OC)c(OC)c1 (stereo unspecified) | 1.3%
COc1cc(CN2CCCC(CCC(=O)NCc3ccc(C)o3)C2)cc2c1OCO2 (stereo unspecified) | -11.4%
Cc1ccc(C)c(NC(=O)CN(C)C(=O)c2nn(C)c(=O)c3ccccc23)c1 | -4.8%
Cc1ccc(C2CC(=O)C(C=NCCN3CCN(C(=S)Nc4ccccc4)CC3)=C(O)C2)cc1 (stereo unspecified) | 6.2%[57.5 µM]
Cc1ccc(C(=O)OCC(=O)NCc2ccco2)s1 | -4.5%
COC(=O)COc1ccccc1/C=C1/NC(=O)NC1=O | 9.0%
O=C(/C=C/c1ccccc1)OCc1cncs1 | -9.6%
CC1(C)c2ccccc2N2CC(=O)N[C@@]21/C=C/C=C/c1ccccc1 | 4.4%[57.5 µM]
CC(=O)N1CCN(CC(=O)Nc2ccc(SC(F)F)cc2)CC1 | -4.5%
CCCCN(C(=O)CSc1nnc(-c2ccc(OC)cc2)n1C(C)C)c1c(N)n(Cc2ccccc2)c(=O)[nH]c1=O | -2.9%
O=C(CNC(=O)Cc1ccccc1)NCC(=O)OCC(=O)c1ccc(F)cc1 | -3.2%
COc1cc(CNc2ccc(CNc3ncn[nH]3)cc2)ccc1OCc1ccccc1 | 14.0%
COC(=O)C(C)Sc1ccc2nnc(CCNS(=O)(=O)c3ccc(C)cc3)n2n1 (stereo unspecified) | -4.1%
COc1ccc(-c2nnc(NC(=O)CSc3ccc(Cl)cc3)s2)cc1OC | 5.4%
CCCCC1C2=C(CCCC2=O)OC2=C1C(=O)CCC2 | 3.8%
NC(=O)c1ccc(-n2c(CCC(=O)O)ccc2-c2cccs2)cc1 | 7.8%[57.5 µM]
CCOC(=O)c1sc(Nc2ccc(Br)cc2)nc1C | 0.2%[57.5 µM]
O=C(COC(=O)c1c2c(nc3ccccc13)/C(=C/c1cccc([N+](=O)[O-])c1)CCC2)NC1CCS(=O)(=O)C1 (stereo unspecified) | -0.5%
CC(C)CC1NC(=O)N(CC(=O)NC2CCCc3ccccc32)C1=O (stereo unspecified) | -7.5%
CCN(CC)S(=O)(=O)c1ccc(N(C)Cc2cccc(OC)c2OC)nc1 | -2.4%
COc1ccc(N(CC(=O)NCc2ccc(Cl)cc2)S(=O)(=O)c2ccccc2[N+](=O)[O-])c(OC)c1 | -0.2%
CCOC(=O)C1=C(N)Oc2c(oc(CO)cc2=O)C1c1ccc(F)c(F)c1 (stereo unspecified) | 5.5%[57.5 µM]
CC(Sc1nc2ccccc2n1C)C(=O)NC(c1ccccc1)c1ccccc1 (stereo unspecified) | -1.5%
CCc1cc2c(SCC(=O)Nc3ncc(Cl)c(C)c3Cl)ncnc2s1 | 0.4%
COc1cccc(OCCCN2CCCCCC2)c1 | 4.8%
Cc1ccc(-c2ccc(C(=O)O)c(C)n2)cc1 | -4.4%
CC(NC(=O)COC(=O)c1cc(Cl)nc(Cl)c1)c1ccccc1 (stereo unspecified) | -5.2%
COc1ccc([C@H]2[C@@H]3C=CCC[C@@]3(C)C(=O)N2Cc2ccccc2)cc1Cl | -2.6%[57.5 µM]
CCOc1ccc(CNCc2cccnc2)cc1 | -9.9%
Cc1ccc(N=Nc2c(C)[nH]n(-c3ccccc3)c2=O)c(C)c1 | 1.7%

From PubChem
